# Bioassay records from PubChem.
# S1P3 antag = antagonists of human S1P3 receptor; Q99500; CHO S1P3 NFAT-BLA reporter, FRET fluorescence, antagonist mode; inhibition, % at 4.98 µM; actives 0.27% (n = 170,000);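 active = inhibition above the plate cutoff, the mean inhibition of test wells on that plate plus 3 SD, cut at about 28% in these data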;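 also: cells challenged with S1P at its EC80 of 0.8 µM; blue over green emission ratio from cleaved BLA substrate after 4 h stimulation; 0% = S1P-stimulated wells and 100% = unstimulated DMSO-only wells; some compounds past the cut are filed as inactive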
# Target sequence (Q99500 whole entry, looked up): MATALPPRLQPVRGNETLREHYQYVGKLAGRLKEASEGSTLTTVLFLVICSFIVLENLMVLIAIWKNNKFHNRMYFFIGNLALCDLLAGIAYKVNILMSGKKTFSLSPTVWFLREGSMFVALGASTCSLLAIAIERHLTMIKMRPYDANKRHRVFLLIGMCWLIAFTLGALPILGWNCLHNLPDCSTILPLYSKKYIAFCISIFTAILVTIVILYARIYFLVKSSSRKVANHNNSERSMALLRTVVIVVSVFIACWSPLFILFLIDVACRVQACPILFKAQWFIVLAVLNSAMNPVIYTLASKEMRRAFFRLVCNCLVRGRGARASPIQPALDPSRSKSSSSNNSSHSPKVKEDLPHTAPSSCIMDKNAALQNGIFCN
# An asterisk follows results filed as active.
structure,S1P3 antag
CCC(=O)NC1=C(Cl)C(=O)C(NC(=O)CC)=C(Cl)C1=O,-5.8
O=C(Nc1ccc(Br)c(C(F)(F)F)c1)c1ccc(C(F)(F)F)cc1,11.6
NS(=O)(=O)c1ccc(CCNC(=O)c2cc(-c3cc(Cl)ccc3O)n[nH]2)cc1,-5.5
O=C(NNc1ccc(Cl)cc1)c1sccc1Cl,20.4
CCOC(=O)C1C(=O)OC(C)(C)C1C(CC)C(=O)c1c(C)cc(C)cc1C (stereo unspecified),3.0
Cc1ccc(NC(=O)C(C)NC(=O)OCc2ccccc2)cc1C (stereo unspecified),-2.2
COC(=O)c1cccnc1Oc1ccccc1,-17.1
Cc1ccc(NC(=S)N/N=C/c2cccn2Cc2ccccc2F)cc1,-5.3
O=C(O)COc1ccccc1/C=N/NC(=O)CN1CCN(Cc2ccccc2Cl)CC1,5.4
CN1Cc2c(N3CCOCC3)nc3sc(C(=O)c4ccccc4)c(N)c3c2CC1(C)C,-1.2
COCCCNC(=O)CCc1c(C)nc2c(-c3ccc(F)cc3)c(C)nn2c1C,1.1
COc1ccccc1N/C(N)=N/c1nc(C)cc(C)n1,9.2
COc1ccc(C(=O)Nc2cccc(/C=C(\CCC(=O)O)c3nc4ccccc4s3)c2)cc1,-8.5
O=[N+]([O-])c1ccc(O)c(/C=N/NC(=S)Nc2ccc(Cl)cc2Cl)c1,1.3
COC(=O)c1c(-c2snnc2C)n[nH]c1C,11.4

# Quoted from the listing:
# NS(=O)(=O)c1ccc(CCNC(=O)c2cc(-c3cc(Cl)ccc3O)n[nH]2)cc1 – S1P3 antag: -5.5
# COC(=O)c1cccnc1Oc1ccccc1 – S1P3 antag: -17.1

# Back to the main list with the 2 entries that preceded the break.
structure,S1P3 antag
O=[N+]([O-])c1ccc(O)c(/C=N/NC(=S)Nc2ccc(Cl)cc2Cl)c1,1.3
COC(=O)c1c(-c2snnc2C)n[nH]c1C,11.4
Cc1nc2c(sc3nc(N4CCOCC4)c4c(c32)CC(C)(C)OC4)c(-c2ccc(Cl)cc2)c1C(=O)O,-5.5
CCCN1C(=O)c2cc(C(=O)Nc3ccccc3OC)ccc2C1Nc1ccccc1OC (stereo unspecified),-8.3
COc1ccc(/C=C/C(=O)OCC(=O)c2ccc3c(c2)NC(=O)CO3)c(OC)c1,-12.4
COc1ccc(CNC(=O)C2CCC(=O)N2C(C)C)c(OC)c1 (stereo unspecified),5.7
NC(N)=Nc1ccc(N=C(N)N)cc1,-2.5
CCOC(=O)CN(C(=O)c1ccccc1[N+](=O)[O-])C(C)(C)C,-11.3
O=C(Nc1cccc2ccccc12)c1ccccc1,-5.9
Cc1nc(-c2ccc(-n3nncc3-c3ccco3)cc2)cs1,-13.7
O=C(Nc1cc(=O)[nH]c2ncnn12)c1ccccc1F,-7.3
CCc1c(C(=O)OCc2ccccc2)[nH]c(C)c1C,5.2
O=C(c1ccc(Oc2ccccc2)cc1)C1CCCN(C(=O)c2cnccn2)C1 (stereo unspecified),-3.7
CC(Nc1nc(-c2ccccc2O)nc2ccccc12)c1ccccc1 (stereo unspecified),-0.9
CNC(=S)Nn1cnc2ccccc21,9.0
CCCOc1ccc(N2C(=O)CC(N(CCCO)C(=O)CC)C2=O)cc1 (stereo unspecified),-8.4
CCCOC(=O)C[N+](C)(C)CCOC1CC2CCC1(C)C2(C)C (stereo unspecified),-11.6
COC(=O)c1ccc(S(=O)(=O)N(C2CCCCC2)C2CCCCC2)n1C,-1.7
Nn1c(SCc2ccccc2)nnc1C1CCCCC1,-4.6
COC(=O)c1noc(C)c1-c1ccnn1C(=O)c1ccc(C)cc1,-5.6
Cc1ccc(-c2[nH]ncc2/C=N/n2c(C)nc3ccccc3c2=O)cc1,-6.4
CCCC12CN(C(=O)c3ccc([N+](=O)[O-])cc3)CC(C)(CN(C(=O)c3ccc([N+](=O)[O-])cc3)C1)C2=O,6.6
O=C(Nc1ncc([N+](=O)[O-])s1)c1cccc([N+](=O)[O-])c1,-1.3
C[C@@H](C(=O)N[C@@H](Cc1c[nH]c2ccccc12)C(=O)O)n1nnc2ccccc2c1=O,-5.9
Cc1ccc(Cl)cc1NC(=O)C1CC(=O)Nc2ncnn21 (stereo unspecified),-6.2
CC(C)=C1SC(N2CCN(c3ccc(C)c(Cl)c3)CC2)=NC1=O,7.7
Cc1[nH]c2ccccc2c1CCCO,-7.0
O=C(O)CSc1nc2sc3c(c2c(=O)n1-c1ccccc1)CCC3,-16.5
COc1ccc(C(CNC(=O)c2cc(SC)ccc2Cl)N(C)C)cc1 (stereo unspecified),2.3
CSc1n[nH]c(=O)n1C1CCCCC1,7.1
O=C(Nc1ccccc1)N(c1ccccc1)C1C=CS(=O)(=O)C1 (stereo unspecified),-2.6
Cc1cc(=O)[nH]c(-c2ccccc2OC(F)(F)F)n1,-0.4
N#Cc1nccnc1N1CCN(C(=O)Nc2ccccc2)CC1,8.4
COc1cc2c(cc1OC)C(c1ccccc1N)=NCC2,-0.6
CC(C)n1c(=S)[nH]c2cc(C(F)(F)F)ccc21,-8.1
CC(C)N1CCN(Cc2ccc(Sc3nncn3C)o2)CC1CCO (stereo unspecified),-0.8
CN1Cc2c(N3CCOCC3)nc3sc(C(=O)c4ccc(Br)cc4)c(N)c3c2CC1(C)C,11.6
O=C(CN1c2ccccc2Sc2ccccc21)NNC(=O)Nc1cccc(Cl)c1,-0.7
CCOC(=O)c1csc(N)c1-c1ccc([N+](=O)[O-])cc1,-1.7
CCOc1ccc(N=C(/C(C(=O)C(=O)N2CCOCC2)=C(/O)c2ccccc2)c2ccccc2)cc1,-5.0
O=C(N/N=C/c1ccc(N2CCOCC2)s1)c1ccc(NS(=O)(=O)c2cccs2)cc1,-5.3
CCC(=O)N(CCC(c1ccco1)C(C)C)Cc1ccccc1 (stereo unspecified),7.5
Cc1nnsc1C(=O)NNS(=O)(=O)c1cc(C(F)(F)F)cc(C(F)(F)F)c1,-5.5
COc1ccc2c(c1OC)C(=O)OC2n1c(O)c(N=NC(C)=O)c2ccccc21 (stereo unspecified),0.1
COCC(C)n1c(SCc2cc(C(=O)OC)c(C)o2)nc2ccccc2c1=O (stereo unspecified),22.7
COc1cccc(C2=NOC(C(=O)Nc3cc(C)on3)C2)c1 (stereo unspecified),-20.7
Cc1cc(-c2nnnn2-c2ccc(F)cc2)no1,-15.4
O=C(NCc1nc(-c2ccc(C(F)(F)F)cc2)no1)c1cccs1,5.3
CCOC(=O)CN(C(=O)COc1nc(C)cc(C)c1C#N)c1ccc(F)cc1,-7.4
CN(C)c1ccc(SC#N)cc1,-17.6
O=c1c2c([nH]c3ccccc13)CCCCC2,-6.5
CC1=C(C)C(C)=C(C#N)C(=C(C#N)C#N)N1,5.8
O=C(NC(=S)Nc1cccc(S(=O)(=O)NC2=NCCC2)c1)c1cc(-c2ccco2)nc2ccccc12,-1.4
Cc1cc2c(NC(=O)Nc3ccc(F)cc3)cccc2nn1,-4.3
Oc1ccccc1/C=N/N1CCN(c2ccccn2)CC1,3.4
Cc1c(S(=O)(=O)c2ccccn2)c(N)n(Cc2ccccc2Cl)c1C,1.6
CCOC(=O)CNC(=O)C1COc2ccccc2O1 (stereo unspecified),-1.0
COc1ccc(OC)c(-n2c(SCC(=O)Nc3cccc(S(N)(=O)=O)c3)nc3ccccc3c2=O)c1,-0.4
CCOC(=O)C1CCN(C(=O)Nc2ccc(OCc3ccccc3)cc2)CC1,5.9
COc1cccc(/C=N/NC(=O)CNC(=O)COc2cccc(C)c2)c1O,-3.8
CN(C)S(=O)(=O)c1ccc(C(=O)OCC(=O)c2ccc3c(c2)NC(=O)CO3)cc1,-1.6
COc1ccccc1OCC(=O)O/N=C(\N)c1ccccn1,-7.2

# More entries:
structure,S1P3 antag
O=C(NNC(=S)NC1CC2C=CC1C2)c1cccnc1 (stereo unspecified),-1.4
N#CC(C#N)=c1ccc2c(c1)N1C(c3ccccc3)=CC(c3ccccc3)C3CCCCC31N=2 (stereo unspecified),-3.3
COc1ccccc1/C=C/C=N/n1c(-c2ccccn2)n[nH]c1=S,4.9
CCCCOc1ccc(CN=C(N)N)cc1Cl,7.1
S=c1[nH]nc(C2(c3ccccc3)CCCC2)o1,-7.2
CC(C)(C)c1ccc(-c2noc(-c3ccc4c(c3)CCO4)n2)cc1,-4.1
COc1cc(C(F)(F)F)nc2ccc(C#CCOC(=O)Nc3ccccc3)cc12,-8.1
COc1ccc(OCCNC(=O)CCCO)cc1,7.8
N/C(=N\OC(=O)/C=C/c1ccccc1)c1ccc(Cl)cc1,1.9
NC(=O)c1ccc(-c2ccccc2F)cc1,4.9
COc1cc([N+](=O)[O-])cc(/C=N/NC(=O)Cn2cncn2)c1O,-9.4
CCOc1ccc(CC(=O)NNC(=S)NC)cc1Br,-1.9
CC(=O)NC(NC(=S)Nc1ccc(C)cc1C)C(Cl)(Cl)Cl (stereo unspecified),-8.6
CCS(=O)(=O)c1ccc(O)c(NC(=O)CC2(CC(=O)O)CCCC2)c1,3.0
O=C(Nc1ccc(Cl)c(Cl)c1)N(CCCN1CCOCC1)Cc1cccnc1,-5.6
CN(C)CCCN=C(NO)c1ccc(Cl)cc1Cl,-0.1
N#Cc1c(N)n(-c2ccc(C(=O)O)cc2)c2nc3ccccc3nc12,-9.3
CN(C)c1cc(-c2ccc(F)cc2)oc(=O)c1Cl,2.9
COc1ccc(/C=N/NC(=O)c2cccnc2)cc1COc1ccc([N+](=O)[O-])c(C)c1,1.7
COc1ccc(OCC(=O)NNC(=O)c2c(-c3ccccc3Cl)noc2C)cc1,-0.8
COC(=O)c1c(C(=O)OC)c2n(c1C)CCS2,5.6
CC(C)c1ccc(/C=C2\SC(N3CCOCC3)=NC2=O)cc1,-4.6
CCOc1ccc(/C=N/n2nnnc2N)cc1O,-16.4
Cc1ccc(-c2c[n+](CC(=O)Nc3ccccc3)c3n2CCC3)cc1,-18.3
COc1ccc(C2=NN(C(=O)c3ccccc3)C(c3cccc([N+](=O)[O-])c3)C2)cc1 (stereo unspecified),6.5
Cc1c(C(=O)NCCSCc2cccc(C(F)(F)F)c2)cnn1-c1ccc(F)cc1,-6.4
O=C(Nc1ccc(Cl)cc1)c1cc2c(cc1O)[nH]c1ccccc12,-8.0
COc1cc([N+](=O)[O-])ccc1-c1ccc(/C=N/NC(N)=O)o1,6.7
CC(=O)N1N=C(c2cccs2)CC1c1cc2cc(C)ccc2nc1Cl (stereo unspecified),-11.3
COc1ccc(C)cc1NC(=O)c1ccc2c(SCC(=O)O)c3c(nc2c1)CCCC3,-20.0
O=C(COC(=O)c1cccc(S(=O)(=O)N2CCN(c3ccccc3)CC2)c1)NCC1CCCO1 (stereo unspecified),-4.7
CCC(=O)c1ccc(SC(=O)N(C)C)cc1O,1.8
Cc1cccc(N=C2NC(=O)/C(=C/c3cccnc3)S2)c1C,8.7
Cn1cc(S(=O)(=O)NCC2CCCO2)c(=O)n(C)c1=O (stereo unspecified),0.9
COC(=O)c1c(C)oc(C)c1S(=O)(=O)NCc1ccc(OC)cc1,7.0
Cn1c(SCC(=O)N/N=C/c2cccnc2)nnc1-c1ccccc1,-8.3
C=CCOC(=O)c1sc(N2C(=O)c3oc4ccccc4c(=O)c3C2c2ccco2)nc1C (stereo unspecified),5.4
O=C1CC(c2cccs2)Cc2nc(NC(=O)C3CC3)ncc21 (stereo unspecified),-7.8
CC(C)(C)c1ccc(Oc2ncccc2NC(=O)c2cccs2)cc1,-18.1
Cc1nc2cc(Cl)c(Cl)cc2n1CCCO,-4.8
CNC(=O)C(=O)Nc1c(O)c2ccccc2[nH]c1=O,3.8
C/C(CC(=O)Nc1ccc(Cl)cc1C(F)(F)F)=N\NC(=O)c1cccs1,-13.3
NC(=O)Nc1n[nH]c(-c2ccccc2)n1,5.2
Cn1nc(C(F)(F)F)c(-c2ccccc2)c1NC(=O)CCC(=O)O,-2.7
CCCCN1C(=S)SC(C)(C)C1/[N+]([O-])=C/c1ccc(S(=O)(=O)NC)cc1 (stereo unspecified),0.3

# A different layout for two compounds above.
S1P3 antag,molecule
-18.1,CC(C)(C)c1ccc(Oc2ncccc2NC(=O)c2cccs2)cc1
-4.8,Cc1nc2cc(Cl)c(Cl)cc2n1CCCO

# The results go on.
structure,S1P3 antag
O=C(N/N=C\c1coc2ccccc2c1=O)c1ccco1,-4.6
N#C/C(=C\c1ccc(C#N)cc1)C(=O)c1ccccc1,-9.4
COc1cccc(NC(=O)Cn2c(=O)n(CCC(=O)NC3CCN(Cc4ccccc4)CC3)c(=O)c3ccccc32)c1,-1.3
C=CCn1c(-c2cnn(-c3ccccc3)c2N)n[nH]c1=S,-10.8
O=C(NCc1ccccc1Cl)C1CCC(CNc2c(N3CCOCC3)c(=O)c2=O)CC1 (stereo unspecified),-16.9
O=C1/C(=C\c2ccc(O)c(O)c2)N=C2CCCCCN12,3.0
COC(=O)c1ccc(Cn2nnc3ccccc32)cc1,4.9
O=C(N/N=C/c1cccc2nccnc12)c1ccncc1,-2.5
Cn1ncc(SCc2ccccc2)c(Cl)c1=O,-6.5
CC(C(=O)O)n1c(-c2ccn[nH]2)n[nH]c1=S (stereo unspecified),-4.7
Cc1ccc(C(=O)Cn2cc([N+](=O)[O-])nc2C)cc1,-13.0
NC(=O)Nc1cc(Cl)ccc1Cl,0.6
Cc1cc(C(=O)N2CCN(c3ccc(C(F)(F)F)cn3)CC2)c(C)o1,1.2
Cc1ccc2nc(-c3ccc4c(c3)OCCO4)cn2c1,-6.2
COc1ccc(COC(=O)c2ccc3c(=O)n4c(nc3c2)CCC4)cc1F,-10.4
CCOc1ccc(N(CC(=O)Nc2ccccc2C)S(=O)(=O)c2c(C)[nH]c(=O)[nH]c2=O)cc1,11.0

# An excerpt; count on the stated rates, not on these rows.
